Furin inhibitor = human furin inhibitors, primary screen, biochemical, fluorescence intensity; P09958; purified furin, fluorogenic substrate cleavage; inhibition, % at 30 µM; hit rate 0.061% among 220,000; in the data active = inhibition above about 25%; also: inactives centre near -15
Target sequence (P09958 108-714 limits assumed): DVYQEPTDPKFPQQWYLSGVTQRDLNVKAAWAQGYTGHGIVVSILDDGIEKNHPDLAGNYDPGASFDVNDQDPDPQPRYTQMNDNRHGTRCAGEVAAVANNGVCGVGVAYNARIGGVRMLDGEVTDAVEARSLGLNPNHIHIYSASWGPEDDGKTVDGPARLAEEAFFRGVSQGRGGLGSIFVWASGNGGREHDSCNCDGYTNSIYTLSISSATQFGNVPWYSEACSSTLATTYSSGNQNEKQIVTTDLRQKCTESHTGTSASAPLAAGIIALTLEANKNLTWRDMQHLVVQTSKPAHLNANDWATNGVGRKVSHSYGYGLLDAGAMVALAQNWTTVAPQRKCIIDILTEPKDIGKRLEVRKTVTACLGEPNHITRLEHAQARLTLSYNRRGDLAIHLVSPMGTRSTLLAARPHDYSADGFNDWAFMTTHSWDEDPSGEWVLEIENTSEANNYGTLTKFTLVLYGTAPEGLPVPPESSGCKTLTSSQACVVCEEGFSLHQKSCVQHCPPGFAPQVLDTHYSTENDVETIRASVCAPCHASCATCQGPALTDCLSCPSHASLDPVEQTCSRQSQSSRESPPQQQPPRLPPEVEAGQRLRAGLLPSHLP
m-calpain inh = inhibitors of pig calpain II, primary screen, biochemical, fluorogenic peptide substrate, 1536-well. purified calpain II, 30 min. hit rate 0.37% among 220,000. inhibition, % at 16 µM;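 active = inhibition above about 50%, limit read from the data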
Cl transport mod = KCC2 cotransporter modulators, thallium flux, primary screen, cell-based, HEK293 KCC2, FluoZin-2 fluorescence, MLSMR | Solute carrier family 12 member 5 (Homo sapiens), Q9H2X9 | KCC2 cells, thallium flux FluoZin-2 fluorescence | B-score of Tl+ flux slope (higher = more flux/activation; lower = inhibition) at 10 µM | hit rate 2.2% among 190,000 | AID 1456, 2008;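 active = thallium flux slope and its plate-corrected score both differing from the plate sample mean at a set confidence after two filtering rounds, in either direction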;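 also: slope of fluorescence scaled to starting intensity during 10 to 20 s after thallium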
Thrombin inh = human alpha-thrombin inhibitors, primary screen, counter-screen for coagulation protease inhibitor project, biochemical, 1536-well, fluorogenic AMC substrate | AID 1046, 2008 | inhibition, % at 5 µM | Boc-VPR-AMC fluorogenic substrate cleavage | Prothrombin (Homo sapiens), P00734 | hit rate 0.26% among 220,000;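 active = inhibition at or above 40%; inactive = inhibition below 40%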;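 also: 0% = enzyme with no compound and 100% = wells without enzyme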
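Material: human alpha-thrombin protein. Incubation: reaction at ambient temperature. Technique: fluorescence of released AMC, ex 355 nm, em 460 nm. Control set: no-compound enzyme wells and no-enzyme blanks. Also added: Boc-VPR-AMC substrate, 15 µM final. Buffer or medium: pH 7.5 Tris (50 mM) with NaCl 150 mM, Tween 20 0.05%.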
PERK inh = block of dimerizer-induced PERK translation repression, primary screen, PERK inhibitor project, CHO PERK-DD cells, SEAP luminescence, HTS; CHO PERK-DD fusion, SEAP luminescence translation reporter; hit rate 0.17% among 220,000; Eukaryotic translation initiation factor 2-alpha kinase 3 (Homo sapiens), Q9NZJ5; AID 1416, 2008; inhibition, % at 5.6 µM;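 active = inhibition above the mean inhibition of all tested compounds plus 3 SD, set separately per screening campaign, cut at about 2.9% in these data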;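 also: PERK kinase domain activated by AP20187 dimerizer at 100 nM; 0% = DMSO with dimerizer and 100% = rapamycin at 8.4 µM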
FXIa inh 1536 = human FXIa protease inhibitors, primary screen, biochemical, 1536-well. Coagulation factor XI (Homo sapiens), P03951. purified FXIa, Boc-Glu-Ala-Arg-AMC fluorogenic substrate. inhibition, % at 5 µM. hit rate 0.14% among 220,000;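 active = inhibition of at least 40%; inactive = inhibition below 40%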;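 also: fluorescence of freed AMC excited at 355 nm; 0% = enzyme without compound and 100% = no enzyme blank; many of its hits are not listed in these tables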
FXIIa inh = human FXIIa protease inhibitors, primary screen, biochemical, 1536-well | Coagulation factor XII (Homo sapiens), P00748 | purified FXIIa, Boc-QGR-AMC fluorogenic substrate, 2 h | inhibition, % at 5 µM | hit rate 0.3% among 220,000 | AID 800, 2007; in the data active = inhibition above about 40%;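 also: 0% = enzyme with no compound and 100% = blank without enzyme; many of its hits are not listed in these tables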
hK5 inh = human KLK5 protease inhibitors, primary screen, biochemical, 1536-well. hit rate 0.59% among 210,000. inhibition, % at 5 µM. recombinant hK5, fluorogenic AMC substrate cleavage. AID 873, 2007;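 active = inhibition of 40% or more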;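 also: 0% = enzyme controls without compound and 100% = no-enzyme blanks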
Target sequence (Q9Y337 67-293 limits assumed): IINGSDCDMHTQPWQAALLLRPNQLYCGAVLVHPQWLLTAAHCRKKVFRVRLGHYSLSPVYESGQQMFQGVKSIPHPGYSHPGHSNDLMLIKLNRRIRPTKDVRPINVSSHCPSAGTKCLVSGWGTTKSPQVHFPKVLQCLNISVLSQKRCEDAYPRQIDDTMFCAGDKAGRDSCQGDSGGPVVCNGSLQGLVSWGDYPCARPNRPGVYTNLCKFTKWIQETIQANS
Rad51 HR inh = human RAD51 strand exchange inhibitors, primary screen, biochemical, fluorescence; AID 1385, 2008; DNA repair protein RAD51 homolog 1 (Homo sapiens), Q06609; hRad51 DNA strand exchange, fluorescence dequenching; hit rate 0.085% among 200,000; inhibition, % at 10 µM;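 active = inhibition above 40% at the single screening dose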;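 also: 0% = DMSO control wells and 100% = blanks with heterologous ssDNA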
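Material: human Rad51–ssDNA filaments; Probe or stimulus: labelled 47-mer dsDNA for strand exchange; Doses: single 10 µM dose; Incubation: 37 °C 15-min filament assembly, 30-min compound preincubation, 15-min exchange; Technique: FRET fluorescence dequenching, excitation 485 nm, emission 520 nm; Measure: Fluorescence-based percent inhibition, control- and blank-normalised; Benchmarks: plate control and blank wells.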
* = called active by the depositor; . = not tested or not shown; [ ] = remark or other dose.

cpd	Compound	Furin inhibitor	m-calpain inh	Cl transport mod	Thrombin inh	PERK inh	FXIa inh 1536	FXIIa inh	hK5 inh	Rad51 HR inh
1	Nc1ccc(C(=O)OCC(=O)Nc2ccc([N+](=O)[O-])cc2C(F)(F)F)cc1	-14	17	-0.31	-8	-0.1	-1	6	-6	-2
2	O=C(NCCc1ccccc1)C(c1cccs1)N(C(=O)c1csnn1)C1CC1 (stereo unspecified)	-11	-40	.	-17	-0.2	-4	10	-19	-9
3	CN(C)c1nc(C=C(C#N)C#N)c(Cl)n1-c1ccc(F)cc1	-12	-44	-0.091	1	0.3	0	11	2	-21
4	Cc1cc(C)n2c(-c3ccccc3Cl)nnc2n1	-22	-57	-1.6	-1	0.4	7	11	-10	.
5	NNC(=O)CSc1nc(-c2ccccc2)nc2c1CCCC2	-36	-2	0.34	-5	-0.1	-4	5	-1	4
6	COc1ccc(N(CN2C(=O)C3C4C=CC(C4)C3C2=O)C(=O)c2ccco2)cc1 (stereo unspecified)	-15	-26	1.1	-5	0.4	-5	2	-11	.
7	COC(=O)NC1(C(F)(F)F)NC(=O)N(C2CCCCC2)C1=O (stereo unspecified)	-12[20 µM]	9	1.1	1	0.5	19	12	-5	6
8	Cc1cccc(CSc2nc3c(c(=O)n2C)SCC3)c1	-1	35	-0.48	-3	-0.1	-7	0	-8	-4
9	COc1cc(C(=O)NCCOc2ccccc2)c(Br)c(OC)c1OC	5[20 µM]	-8	-2.4	-4	-0.6	-5	-4	-6	5
10	CCOc1ccc(CC(=O)NCC2(N3CCCCC3)CCCCC2)cc1	-24	-7	-0.031	-8	0.2	-7	7	-7	-1
11	CCOc1ccc(S(=O)(=O)N2CCN(S(=O)(=O)c3ccc(OCC)cc3)C(C)C2)cc1 (stereo unspecified)	-7	19	0.83	-2	1.1	-6	4	-4	-2
12	COc1ccc(C(C)(C)C)cc1S(=O)(=O)N1CCN(C)CC1	-21[20 µM]	19	0.52	1	0.2	2	-6	-2	-11
13	CCOC(=O)N1CCN(C(=O)C(C)SCc2ccccc2)CC1 (stereo unspecified)	-6[20 µM]	6	.	1	0.8	1	18	-11	-1
14	Cc1nc2c3ccccc3[nH]c(=O)n2n1	-22[20 µM]	17	-0.29	-4	1.5	-1	4	-3	-1
15	COc1ccccc1NC(=O)CN1CCCCC1	-21[20 µM]	-13	1.3	-3	0.4	-3	9	-11	4
16	CC(=O)c1cc2c(s1)-c1cc(F)ccc1OC2	-8	-323	-0.98	-11	1.4	-4	-8	-6	11

The last two records of the part before lead into the next.
cpd	Compound	Furin inhibitor	m-calpain inh	Cl transport mod	Thrombin inh	PERK inh	FXIa inh 1536	FXIIa inh	hK5 inh	Rad51 HR inh
15	COc1ccccc1NC(=O)CN1CCCCC1	-21[20 µM]	-13	1.3	-3	0.4	-3	9	-11	4
16	CC(=O)c1cc2c(s1)-c1cc(F)ccc1OC2	-8	-323	-0.98	-11	1.4	-4	-8	-6	11
17	CC(=O)CCc1ccc(OCCCCn2cncn2)cc1	-17[20 µM]	-24	.	2	0.5	2	17	-3	6
18	CN(CC(O)COc1ccc(S(=O)(=O)N2CCOCC2)cc1)C1CCCCC1 (stereo unspecified)	-6[20 µM]	18	0.69	1	-0.7	3	15	-13	-8
19	C[C@@]12CCC=C[C@H]1[C@H](c1ccc(F)c(/C=C/c3ccccc3)c1)N(Cc1ccccc1)C2=O	-26	-10	0.1	2	.	-2	6	0	-4
20	COc1ccc(N(CC(=O)NCc2ccccc2)S(=O)(=O)c2c(C)noc2C)cc1	3	-25	.	6	-0.5	-1	1	-9	5
21	Nc1ccc(C(=O)Nc2cccc(N)c2)cc1	-25	10	-0.18	-4	1.6	5	3	-6	0
22	CCOc1ccc(C2C(C(=O)c3cccs3)=C(O)C(=O)N2Cc2cccnc2)cc1OC (stereo unspecified)	-11	-17	0.038	2	1.5	-2	3	-8	-65
23	Cc1ccc2c(c1)C(O)(CC(=O)c1cccc(-n3cccc3)c1)C(=O)N2 (stereo unspecified)	-21	-4	0.35	8	0.6	1	11	5	-7
24	Cc1cc(SCC(=O)Nc2ccc(O)cc2)n2nc(C)c(-c3ccccc3)c2n1	-14	-30	-1.4	1	1.3	0	10	2	18
25	CN(Cc1ccccc1)Cc1nc2c([nH]1)c(=O)n(C)c(=O)n2C	-5[20 µM]	18	0.37	-6	-1.1	-13	-5	5	-3
26	COC(=O)c1c(C)nc(C)c(C(=O)OC)c1-c1ccc(OC)c(OC)c1	-10	4	0.93	-6	-0.5	-5	3	-5	.
27	CCOc1ccc(S(=O)(=O)NCCSCc2ccco2)cc1	-16[20 µM]	-1	.	5	1.8	10	22	-2	4
28	COCCNS(=O)(=O)c1cc(C)c(C)cc1C	-14	15	0.97	0	0.7	4	6	-10	.
29	CC1CCc2c(sc(NC(=O)c3ccc(Cn4cc([N+](=O)[O-])cn4)o3)c2C#N)C1 (stereo unspecified)	-12[20 µM]	-81	.	-2	-0.1	-4	3	-25	-3
30	Cc1ccc(NC(=O)CSc2nc3[nH]ncc3c(=O)[nH]2)c(C)c1	-26	-4	-1.1	2	1.0	3	8	1	.
31	Cc1c(NC(=O)/C=C/c2cccs2)c(=O)n(-c2ccccc2)n1C	-13	16	0.21	-1	0.7	-2	11	-1	10
32	Cc1cnc(C(=O)Nc2ccc(C(C)C)cc2)cn1	-17	6	-0.7	-10	0.0	-2	6	-3	-11
33	Cc1cccc2c1N(C)C(=O)C2=O	-12	-19	0.0015	-14	0.6	1	7	-3	-59
34	O=S(=O)(N1CCOCC1)N1CCN(c2ccccc2F)CC1	0[20 µM]	-8	1.2	-4	1.0	3	6	-5	2
35	Cc1ccc(NC(=S)N(CCC(C)C)C(C)c2ccncc2)c(Cl)c1 (stereo unspecified)	-14	25	-0.036	2	0.8	1	12	0	20
36	CC1=NN(c2ccccc2)C(=O)/C1=C\C=C\c1ccccc1	3	3	-0.34	-1	0.1	7	12	-1	11
37	COc1ccc(-c2nn3c(COc4ccccc4)nnc3s2)cc1OC	-19	-28	-0.0003	-6	1.5	-13	10	-8	-4
38	CCOc1ccc(-n2c(N)c(C(=O)NCC3CCCO3)sc2=S)cc1 (stereo unspecified)	-14[20 µM]	25	0.22	6	-0.3	5	12	1	-1
39	O=C(COC(=O)c1ccccc1NS(=O)(=O)c1cccs1)NCC12CC3CC(CC(C3)C1)C2	-18	-32	-0.78	-7	0.1	2	2	-14	1
40	CC(=O)NCCNC(=O)c1oc2ccccc2c1CSc1ncn[nH]1	-29	-6	-0.077	-29	0.4	-1	4	-5	0
41	CCn1c(SCC(=O)Nc2sc(C)c(C)c2C#N)nnc1C1CC1	-13	24	0.25	-6	-0.1	-1	-3	-2	-27
42	CCOC(=O)c1sc(NS(=O)(=O)c2cc(C)ccc2C)nc1C	-13[20 µM]	4	-0.028	30	1.9	14	22	40*	-3
43	Nc1nonc1-c1nc2ccccc2n1Cc1ccc(F)cc1Cl	-21	26	.	-7	1.2	-12	1	2	.
44	CC(=O)NCCc1ccc(S(=O)(=O)N(C)C2CCS(=O)(=O)C2)cc1 (stereo unspecified)	-19[20 µM]	-19	-0.98	2	1.1	-7	0	-23	-6
45	Cc1nc2ccc(Cl)cn2c1C(=O)NN	-13	-9	0.29	-7	1.0	-3	2	-3	-6
46	CCC(Cc1ccccc1)NC(=O)C1=C(C)C(=O)OC12CCC(C)CC2 (stereo unspecified)	-34	-30	0.0071	-1	1.2	-6	8	1	10
47	Cc1cc(-c2cccs2)n[nH]1	-21	-13	1.7	-7	0.9	-2	2	-1	1
48	CC(C)N(C(=O)COC(=O)c1ccc(Cl)c(S(N)(=O)=O)c1)C(C)C	-12	-18	0.6	.	0.5	1	2	-1	-3
49	CN1C(=O)CC(C(=O)Nc2ccc(F)cc2)SC1=Nc1ccc2c(c1)OCO2 (stereo unspecified)	1[20 µM]	-29	.	-9	-0.7	-11	-4	-3	-6
50	COc1ccc(NC(=O)NNC(=O)c2ccc(Cl)cc2Cl)cc1OC	-18	-6	0.11	-8	0.1	0	8	-2	1
51	CN=c1scc(-c2ccc(Cl)cc2)n1C	-20	-8	-1.1	-16	1.0	0	7	-15	-6
52	O=C1c2ccccc2NC(c2cnc3ccccc3n2)N1O (stereo unspecified)	-11	-106	.	5	0.8	8	28	-14	6
53	CCn1nc(C)c(Br)c1-c1nc(-c2ccc(C)cc2)no1	-10	-6	0.51	-6	0.6	-16	2	6	-1
54	O=C(C1CCCO1)N1CCC(O)(c2ccccc2)CC1 (stereo unspecified)	-19	0	-0.12	4	0.2	2	26	-4	-7
55	CCOc1ccc2nc(NC(=O)c3ccc(OCC4CCCO4)cc3)sc2c1 (stereo unspecified)	-24	-28	-0.37	-8	-0.2	2	10	5	-2
56	c1ccc(-n2ncc3c2ncn2cnnc32)cc1	-12	-16	0.54	2	0.7	20	25	1	-6
57	CC1(C2CC2)NC(=O)N(CC(=O)Nc2ccccc2-c2ccccc2)C1=O (stereo unspecified)	-11	17	1.7	1	-0.5	-2	11	-6	0
58	CCc1nnc(NC(=O)CSc2nnc(-c3ccccc3NC(=O)c3ccccc3)o2)s1	-22	-46	1.1	0	-0.1	-12	-6	-24	1
59	COc1ccc(N(CC(=O)N2CCc3ccccc3C2)S(=O)(=O)c2ccccc2)cc1	-14	-3	-2.1	-11	-1.8	-6	2	-2	-6
60	CCOc1ccc2nc(NC(=O)C3CCN(S(=O)(=O)c4cnc[nH]4)CC3)sc2c1	-9	2	.	3	0.3	0	8	-20	7
61	Cc1ccc(SCC(=O)Nc2ccc(S(=O)(=O)Nc3nccs3)cc2)cc1	-6	13	-0.67	-11	0.9	6	5	-14	-4
62	CC(Sc1cccc(C(F)(F)F)c1)C(=O)NC(N)=O (stereo unspecified)	.	-12	.	-2	.	8	13	-11	11
63	Cc1ccc(S(=O)(=O)N2CCN(C(=O)CN3CCc4ccccc4C3)CC2)cc1	-13	-14	.	-3	-0.8	3	3	6	.
64	CCN(CC)c1ccc(C(=O)Nc2ccccc2)cc1[N+](=O)[O-]	-15	18	-1.3	-1	0.4	0	5	0	9
65	O=C(Nc1ccc(C(=O)N2CCCC2)cc1)c1ccccc1F	-17[20 µM]	0	0.21	-4	1.7	-1	13	6	0
66	COc1ccc(NC(=O)Cc2ccc(Cl)cc2)cc1NC(=O)c1ccco1	-10[20 µM]	24	.	2	0.2	1	-4	10	1
67	CN(C)CCOc1ccc2c(c1)Sc1ccccc1CC2=O	-30	-54	0.38	0	-1.7	6	9	-4	.

Screens deposited in PubChem by several laboratories.

An excerpt; rates above refer to the full screens.
